# PP5 primary – PP5 (human) phosphatase inhibition; P53041; purified PP5c, OMFP substrate fluorescence; inhibition, % at 6.7 µM; 0.18% of 320,000 active;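 active = inhibition above the campaign's mean inhibition across all tested compounds plus 3 SD, cut at about 9.5% in these data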;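 also: 0% = DMSO only and 100% = 100 µM cantharidin control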
# Target sequence (P53041 whole entry, looked up): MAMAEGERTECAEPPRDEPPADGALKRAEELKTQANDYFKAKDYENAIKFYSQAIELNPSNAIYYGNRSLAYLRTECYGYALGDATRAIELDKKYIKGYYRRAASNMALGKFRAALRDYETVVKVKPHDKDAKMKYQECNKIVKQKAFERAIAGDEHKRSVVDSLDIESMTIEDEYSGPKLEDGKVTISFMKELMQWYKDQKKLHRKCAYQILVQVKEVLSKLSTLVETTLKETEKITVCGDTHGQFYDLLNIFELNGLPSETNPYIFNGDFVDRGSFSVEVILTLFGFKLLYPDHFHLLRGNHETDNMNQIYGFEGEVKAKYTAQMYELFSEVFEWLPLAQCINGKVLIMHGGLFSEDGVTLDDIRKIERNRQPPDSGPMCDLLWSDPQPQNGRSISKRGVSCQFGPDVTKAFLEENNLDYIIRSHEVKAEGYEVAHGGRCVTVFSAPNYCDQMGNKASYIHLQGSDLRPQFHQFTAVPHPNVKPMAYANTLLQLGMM
# CTSL1 counter – counter-screen for PFM18AAP inhibitors: inhibitors of F. hepatica cathepsin L1; recombinant F. hepatica cathepsin L1, Z-Leu-Arg-MCA fluorescence; inhibition, % at 5.96 µM; 0.49% of 300,000 active;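 active = inhibition above the mean of all tested compounds plus 3 SD, set per screening campaign, cut at about 17% in these data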;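 also: 0% = plate median of test compound wells and 100% = 1 µM Z-Phe-Ala-diazomethylketone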
# PP1 counter – blocks human PP1-alpha phosphatase, a PP5 counter-screen. P62136. purified PP1alpha, OMFP fluorescence. inhibition, % at 6.7 µM. 0.9% of 320,000 active;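 active = inhibition above the mean inhibition of all tested compounds plus 3 SD, computed separately for each screening campaign, cut at about 15% in these data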
# core dimer inh – HCV core protein dimerization inhibition; TR-FRET GST/Flag-core106 dimerization, 1536-well; inhibition, % at 5 µM; 0.33% of 300,000 active;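 active = inhibition above the mean of all tested compounds plus 3 SD, set per screening campaign, cut at about 45% in these data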
#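 Material: GST/Flag-tagged HCV core106 proteins. Incubation: 4 h, 22.5 °C incubation. Read-out basis: inhibition (%) from 671 over 617 nm ratio. Measured by: TR-FRET, excitation 340 nm, emission 617 and 671 nm.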
# Efflux pump inh – antifungal efflux pump inhibition, Nile Red retention. inhibition, % at 10 µM. 0.44% of 330,000 active. S. cerevisiae Candida pump triplex;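 active = plate passing quality check with inhibition over a set limit, or well fluorescence over plate mean plus 4 SD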;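 also: Nile Red retained in pooled yeast measured as flow cytometry median fluorescence; 0% = buffer negative control and 100% = Enniatin B positive control; higher means more Nile Red kept so more efflux inhibition; some compounds called inactive have numbers as strong as hits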
# JMJD2C inh – human JMJD2C demethylase inhibition; inhibition, % at 2.35 µM; 0.069% of 330,000 active; AID 2099; GST-JMJD2C(1-420) H3K9me3 demethylation, DELFIA europium;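 active = more than half of a compound's replicate wells show inhibition beyond 50%, single wells judged on their own value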;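 also: signal counts dimethyl H3K9 product captured on neutravidin plate; 0% = median of DMSO wells and 100% = 0.3 times that DMSO median; strong numbers were not always called active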
# Target sequence (Q9H3R0 1-420 limits assumed): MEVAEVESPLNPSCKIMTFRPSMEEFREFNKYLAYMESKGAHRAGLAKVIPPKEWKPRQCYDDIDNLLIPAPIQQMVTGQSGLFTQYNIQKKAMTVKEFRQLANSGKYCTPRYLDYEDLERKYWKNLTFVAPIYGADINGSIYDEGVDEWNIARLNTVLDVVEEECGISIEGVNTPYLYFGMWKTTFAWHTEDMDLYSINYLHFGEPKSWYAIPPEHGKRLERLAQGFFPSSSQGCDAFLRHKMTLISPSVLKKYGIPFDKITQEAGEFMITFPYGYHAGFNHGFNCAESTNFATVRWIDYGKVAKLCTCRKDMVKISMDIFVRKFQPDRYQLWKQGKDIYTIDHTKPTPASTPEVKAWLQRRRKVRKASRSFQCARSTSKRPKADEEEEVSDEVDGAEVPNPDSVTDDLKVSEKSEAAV
# LYPLA2 inh – counter-screen for PME1 inhibitors: inhibitors of human LYPLA2; recombinant LYPLA2, FP-Rh probe fluorescence polarization; inhibition, % at 5.9 µM; 0.38% of 320,000 active; AID 2177;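 active = inhibition above the screen-wide mean plus 3 SD, limit set per campaign, cut at about 26% in these data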;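 also: 0% = LYPLA2 with DMSO and 100% = wells lacking LYPLA2 enzyme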
# PREPL inhibitor – inhibitors of human prolyl oligopeptidase-like enzyme PREPL; Q4J6C6; recombinant PREPL, fluorescence polarization activity-based probe; inhibition, % at 5.96 µM; 0.68% of 320,000 active; AID 2751; in the data active = inhibition above about 43%;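 also: 0% = enzyme with DMSO and 100% = wells lacking enzyme; many of its hits are not listed in these tables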
# TPT1 inhibitor – C. albicans TPT1 enzyme inhibition; inhibition, % at 5 µM; recombinant caTPT1, FP RNA substrate dephosphorylation; 0.81% of 300,000 active;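 active = inhibition above the mean of all tested compounds plus 3 SD, set per screening campaign, cut at about 24% in these data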;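 also: plate controls were DMSO alone for no effect and ferristatin control at 100 nM for full effect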
# * hit, by the source's call; . = not tested or not shown; & = joins results of further samples.
no.	Structure	PP5 primary	CTSL1 counter	PP1 counter	core dimer inh	Efflux pump inh
1	CCOC(=O)c1c(NC(=O)/C=C/c2ccco2)sc(C)c1C	2.9	-1	3	6	0.3
2	O=C(NCCC(=O)N1CCN(c2ccccc2O)CC1)c1ccc(Cl)cc1	-0.4	2	0	6	-0.1
3	COc1ccc(N2CC(NS(=O)(=O)c3ccc(F)cc3)CC2=O)cc1 (configuration not stated)	1.1	-4	-4	-2	0.0
4	O=C(COC(=O)C12CC3CC(CC(Br)(C3)C1)C2)NNC(=O)c1ccccc1	1.0	.	-3	.	0.1
5	Cc1noc(/C=C/c2nn(C)cc2Cl)c1[N+](=O)[O-]	0.7	5	-3	-1	0.1
6	COc1ccc(-c2c(-c3ccc(OCC(=O)NN)cc3O)n[nH]c2C)cc1OC	5.9	2	1	2	0.1
7	COc1ccc(N(CC(=O)Nc2ccc(S(=O)(=O)N3CCCCC3)cc2)S(C)(=O)=O)cc1OC	0.0	-3	0	2	0.3
8	C#Cc1ccc([C@H]2C=C(C(=O)N3CCOCC3)O[C@@H](OCc3ccc(CO)cc3)C2)cc1	3.9	3	-4	-1	0.1
9	Cc1c(C(=O)Nc2c(C)n(C)n(-c3ccccc3)c2=O)oc2ccccc12	2.4	1	4	-3	0.0
10	Cc1ccc(S(=O)(=O)N2CC(O)C[C@H]2C(=O)OCC(=O)c2ccccc2)cc1 (some centres not stated)	2.5	-3	0	0	0.3
11	COc1ccccc1N1CCN(C(=O)c2ccc(CSc3ccccc3)cc2)CC1	0.3	3	-1	11	-0.1
12	COc1ccc(-n2c(COc3cccc4ccccc34)nnc2SCC#N)cc1	1.2	3	0	18	-0.2

no.	JMJD2C inh	LYPLA2 inh	PREPL inhibitor	TPT1 inhibitor
1	11	1	3	0
2	9	5	19	3
3	50	4	-7	-1
4	11	-2	-1	.
5	9	-11	19	0
6	3	-3	10	-3
7	-5	-11	3	8
8	3	-2	29	0
9	8	-3	-11	-1
10	-2	6	-1	2
11	-3	5	8	2
12	18	-1	-20	-4

# The results go on:
no.	Structure	PP5 primary	CTSL1 counter	PP1 counter	core dimer inh	Efflux pump inh
13	CC(C)c1ccccc1NC(=O)CN1C(=O)c2ccccc2C1=O	5.4	0	0	-3	0.1
14	Cc1ccc(-c2c3c(=O)n(C)c(=O)n(C)c3cn2-n2cnnc2)cc1	0.1	11	-2	0	-0.1
15	CC(C)OC(=O)COc1cc(O)c2c(=O)cc(-c3ccccc3)oc2c1	1.7	1	-4	0	-0.1
16	Cc1ccc(CNC(=O)c2ccc3c(=O)n(CC4CCCO4)c(=S)[nH]c3c2)cc1 (configuration not stated)	0.2	8	-2	-5	0.2
17	O=C1CSCC(=O)N1c1ncc(C(F)(F)F)cc1Cl	2.4	-11	-2	2	0.0
18	CCN(CC)S(=O)(=O)c1ccc(C)c(NC(=S)N2CCN(C/C=C/c3ccccc3)CC2)c1	-0.9	1	0	-3	0.2
19	Cc1ccccc1-c1nc(S(=O)(=O)c2ccc(Br)cc2)c(NCc2cccnc2)o1	6.4	1	6	8	0.2
20	O=C(NOCc1ccccc1)c1ccc(Cl)cc1Cl	-2.3	.	-4	.	-0.2
21	Cc1cccc(CCNS(=O)(=O)c2ccc3c(c2)CCN3C(=O)CCC(=O)O)c1	2.2	-1	-1	-10	-0.2
22	COC(=O)/C=C/C(=O)Nc1cccnc1	-0.3	0	-1	0	-0.1
23	CCN(Cc1ccccc1)C(=O)c1cc2c(OC)c(OC)c(OC)cc2[nH]1	-0.4	1	1	-1	0.3
24	COc1ccc(CN(C)c2ccc(S(=O)(=O)N3CCN(C)CC3)cc2[N+](=O)[O-])cc1OC	0.8	.	-5	.	0.2

no.	JMJD2C inh	LYPLA2 inh	PREPL inhibitor	TPT1 inhibitor
13	3	0	-4	1
14	2	6	-1	-2
15	1	-9	-9	-1
16	-3	0	20	-4
17	0	3	2	-3
18	-11	-1	5	-3
19	-12	-5	1	1
20	8	4	6	.
21	1	2	9	-1
22	-11	-4	1	0
23	14	-8	3	0
24	-4	2	23	.

# Next part.
no.	Structure	PP5 primary	CTSL1 counter	PP1 counter	core dimer inh	Efflux pump inh
25	Cc1ccc(N=C2S/C(=C\c3cn(CC(=O)O)c4ccccc34)C(=O)N2C)cc1	2.0	4	11	6	-0.5
26	O=C(OCC(=O)N1CCN(c2ccccc2)CC1)c1ncc(Cl)c(Cl)c1Cl	-0.4	-2	-6	10	-0.1
27	COC(=O)C(Cc1ccccc1)P(=O)(c1ccccc1)c1ccccc1 (configuration not stated)	0.9	-2	-2	-11	0.7
28	COc1cccc(Cn2cnc3c(NS(=O)(=O)c4cccc(Cl)c4Cl)c(C)c(C)cc32)c1	6.0	1	4	27	0.5
29	O=C(CCN1CCCCCC1)Nc1cccc(Cl)c1	-0.7	0	-2	-2	0.0
30	O=C(COc1ccc(C(=S)N2CCC(Cc3ccccc3)CC2)cc1)N1CCOCC1	0.8	9	5	5	-0.1
31	Cc1cccc(OCC(O)Cn2c(=N)n(Cc3ccccc3)c3ccccc32)c1 (configuration not stated)	5.5	2	9	0	0.1
32	Cc1cc(NS(=O)(=O)c2ccc(NS(=O)(=O)c3ccc(CC(C)C)cc3)cc2)nc(C)n1	-1.4	6	-2	-2	0.1
33	O=C(C1CC(c2ccccc2O)=NO1)N1CCc2ccccc2C1 (configuration not stated)	-0.5	2	-2	-1	0.0
34	Cc1ccc(O)c(NC(=O)CSc2ccc(Cl)cc2)c1	2.3	-3	-6	3	0.1
35	O=[N+]([O-])c1ccccc1S(=O)(=O)Nc1cccnc1	6.5	-2	0	-4	0.3
36	Cc1cccc(C)c1N(CC(=O)N1CCOCC1)S(C)(=O)=O	-2.2	0	-1	-1	-0.2

no.	JMJD2C inh	LYPLA2 inh	PREPL inhibitor	TPT1 inhibitor
25	8	3	33	22
26	-21	1	-13	3
27	8	-5	-27	2
28	5	-7	-63	3
29	0	-3	13	0
30	-16	7	25	-1
31	-23	-14	-14	4
32	-11	8	-1	-2
33	-38	0	6	1
34	-2	10	-2	-3
35	5	0	3	-1
36	1	0	-1	0

# Full records from above. Order of values: PP5 primary	CTSL1 counter	PP1 counter	core dimer inh	Efflux pump inh	JMJD2C inh	LYPLA2 inh	PREPL inhibitor	TPT1 inhibitor
# Cc1cccc(OCC(O)Cn2c(=N)n(Cc3ccccc3)c3ccccc32)c1 (configuration not stated) in the list: 5.5	2	9	0	0.1	-23	-14	-14	4
# O=C(OCC(=O)N1CCN(c2ccccc2)CC1)c1ncc(Cl)c(Cl)c1Cl in the list: -0.4	-2	-6	10	-0.1	-21	1	-13	3
# COc1cccc(Cn2cnc3c(NS(=O)(=O)c4cccc(Cl)c4Cl)c(C)c(C)cc32)c1 in the list: 6.0	1	4	27	0.5	5	-7	-63	3

# Further results.
no.	Structure	PP5 primary	CTSL1 counter	PP1 counter	core dimer inh	Efflux pump inh
37	O=C(NCc1ccccc1Cl)NCc1ccccc1Cl	-3.6	3	-3	2	0.0
38	CCOc1ccc(N(Cc2cc3ccc(C)cc3[nH]c2=O)S(=O)(=O)c2ccccc2)cc1	2.7	0	0	15	-0.1
39	COc1ccc2sc(-c3ccccc3OC)c(-c3ccc(OC)c(F)c3)c2c1	1.0	.	-4	.	0.2
40	Cc1c(Br)c([N+](=O)[O-])nn1CC(=O)Nc1c(C)n(C)n(-c2ccccc2)c1=O	-0.8	0	-3	-6	-0.1
41	COc1cccc(CNS(=O)(=O)c2cn(C)cn2)c1	2.8	-3	-3	-2	0.0
42	COC(=O)c1cc(S(=O)(=O)NCc2ccc3c(c2)OCO3)c[nH]1	-1.1	-1	-1	-3	0.2
43	O=C(N=Nc1c(O)[nH]c2ccccc12)c1cc(-c2cccs2)[nH]n1	4.4	7	18*	-8	-0.1
44	NC(=O)COC(=O)c1ccc(Cl)c(S(=O)(=O)N2CCCCCC2)c1	-1.8	-10	0	-4	0.0
45	Cc1nc(-c2ccc(Cl)cc2)sc1C1(C)CC(c2cccc(Cl)c2)=NO1 (configuration not stated)	-0.5	-2	-6	5	-0.1
46	Cn1cc(S(=O)(=O)N2CCc3ccccc32)cc1C(=O)NC1CCCCC1	-0.1	-4	0	12	-0.1
47	CCCCNC(=S)N(C)/N=C/c1sc(N2CCCCC2)nc1-c1cccs1	0.5	0	1	-2	0.1
48	N=C1C(c2nc3ccccc3[nH]2)=C(O)CN1C1CCCCC1	0.0	2	-4	-5	-0.1

no.	JMJD2C inh	LYPLA2 inh	PREPL inhibitor	TPT1 inhibitor
37	6	-5	2	1
38	-4	-17	-22	-5
39	-2	-5	2	.
40	-3	5	6	-5
41	0	-4	-3	0
42	-9	4	1	-4
43	-1	-3	22	-1
44	-8	6	1	0
45	-21	-3	-50	-2
46	-4	-1	-8	1
47	0	-4	1	1
48	-5	-1	-1	0

# 3 compounds drawn at random from those above:
no.	Structure	PP5 primary	CTSL1 counter	PP1 counter	core dimer inh	Efflux pump inh
39	COc1ccc2sc(-c3ccccc3OC)c(-c3ccc(OC)c(F)c3)c2c1	1.0	.	-4	.	0.2
45	Cc1nc(-c2ccc(Cl)cc2)sc1C1(C)CC(c2cccc(Cl)c2)=NO1 (configuration not stated)	-0.5	-2	-6	5	-0.1
37	O=C(NCc1ccccc1Cl)NCc1ccccc1Cl	-3.6	3	-3	2	0.0

no.	JMJD2C inh	LYPLA2 inh	PREPL inhibitor	TPT1 inhibitor
39	-2	-5	2	.
45	-21	-3	-50	-2
37	6	-5	2	1

# (listing goes on)
no.	Structure	PP5 primary	CTSL1 counter	PP1 counter	core dimer inh	Efflux pump inh
49	Cc1cc(C)c(N=Cc2c(O)c3ccccc3oc2=O)c(C)c1	2.8	-2	-4	-7	0.0
50	CN(Cc1ccccc1)C(=O)Cn1c(=O)c2cccn2c2cccnc21	2.5	2	1	8	-0.2
51	O=C(NCCNC(=O)c1cc(OCC(F)(F)F)ccc1OCC(F)(F)F)Nc1cccc(C(F)(F)F)c1	4.1	2	8	-5	0.0
52	CCOc1cccc(C(=O)Nc2nc(-c3ccc(S(=O)(=O)N4CCOCC4)cc3)cs2)c1	2.6	0	-1	9	0.2
53	CCCOc1ccc(-c2csc(NC(=O)CN3C(=O)CCC3=O)n2)cc1	3.4	1	3	-1	-0.1
54	CCN(CC)CP(=O)(c1ccccc1)c1ccccc1	1.6	1	-3	-4	0.2
55	O=C(Nc1nnc(S(=O)(=O)N2CCCCCC2)s1)c1ccccc1Cl	1.0	0	-2	-16	1.4
56	O=C(CP(=O)(c1ccccc1)c1ccccc1)Nc1nc2ccc(Cl)cc2s1	2.4	-1	-1	6	-0.1

no.	JMJD2C inh	LYPLA2 inh	PREPL inhibitor	TPT1 inhibitor
49	-3	5	-1	3
50	5	0	-1	1
51	9	61*	-9	-1
52	-9&5	-37	-17	0
53	5	11	14	0
54	-14	-4	7	-1
55	16	0	6	1
56	-3	-1	41	3

# Just CTSL1 counter, PP1 counter and core dimer inh, for 2 of the compounds above:
cpd	canonical_smiles	CTSL1 counter	PP1 counter	core dimer inh
49	Cc1cc(C)c(N=Cc2c(O)c3ccccc3oc2=O)c(C)c1	-2	-4	-7
56	O=C(CP(=O)(c1ccccc1)c1ccccc1)Nc1nc2ccc(Cl)cc2s1	-1	-1	6

# Compound activity from PubChem.

# Not all compounds are listed; count on the stated rates, not on these rows.
